Compound activity as filed in PubChem.
TRb-SRC2 inh = TRbeta-SRC2 interaction inhibition | P10828 | TRbeta-SRC2 peptide binding, fluorescence polarization; receptor liganded with 1 µM T3 | Potency, µM (doses to about 106 µM), for the others: at the top dose activity change, negative = inhibition, most hits filed as inhibitors | 0.065% of 280,000 active;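 also: plate controls were bound peptide for no effect and peptide without receptor for full effect; nearly all actives have a fitted effect of over 50% in size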
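Quantitative HTS by FP: 0.6 uM TRb LBD, 20 nM labeled SRC2 20-mer, 1 uM T3, 5% DMSO; 5 hr ambient incubation; % activity per concentration and potencies from concentration series.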
L3MBTL1 inh = inhibitors of human L3MBTL1. Q9Y468. AlphaScreen L3MBTL1–H3K9me1 peptide binding. Potency, µM (titrated, usually from 57.1 µM), inactives show at the highest dose activity, negative = inhibition, actives largely listed as inhibitors. 0.66% of 230,000 active; also: nearly all actives have a fitted effect of over 60% in size
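First, the protein-peptide complex forms for 30 min at room temperature (L3MBTL1 50 nM, biotinylated H3K9me1 peptide 75 nM). Next, compounds are pin-transferred and incubated 30 min. Finally, AlphaScreen beads are added and read after 30 min.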
GAA glycogen = GAA glycogen-cleavage inhibition or activation; Potency, µM (doses to about 76.4 µM), for the others: at the highest dose activity change, negative = inhibition, actives largely listed as inhibitors; AID 2100; recombinant GAA, glycogen substrate, Amplex Red glucose oxidase fluorescence; 0.38% of 300,000 active;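 also: 0% = full enzyme reaction and -100% = no-enzyme basal signal; the screen sought inhibitors and activators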
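qHTS, 1536-well; enzyme 4 nM final; cpd up to 77 uM; substrate bovine liver glycogen 30 ug; 50 mM citrate/phosphate pH 5.0, 0.01% Tween-20; 37 C, 40 min; Amplex Red detection 45 min RT; Hill fit → AC50.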
aGlu spleen mod = inhibits or activates alpha-glucosidase in human spleen homogenate | AID 2112 | human spleen homogenate, 4-MU-alpha-glucoside fluorescence | P10253 | Potency, µM (titrated, usually from 79.9 µM), without a hit: at the highest dose activity change, negative = inhibition, most hits filed as inhibitors | 0.006% of 240,000 active;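 also: 0% = enzyme with vehicle and -100% = no enzyme basal signal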
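Human spleen homogenate (1 ug) incubated with compounds and 1 mM 4-methylumbelliferyl-alpha-D-glucopyranoside in pH 5.0 citrate/phosphate buffer, 37 C, 40 min. Stopped at pH 10; 4-MU fluorescence (Ex 365/Em 440 nm); AC50 by Hill fit.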
TR SRC2 fluor cs = alters Texas Red total fluorescence, flagging assay interference. 0.29% of 280,000 active. Potency, µM (highest dose often 106 µM), for the others: at the highest dose fluorescence change, negative = quenching. TRb/SRC2 Texas Red total fluorescence interference; active = well fitted curve in either direction with a large enough effect; inconclusive = small, poorly fitted or top-dose-only effect
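Flags fluorescent or light-absorbing compounds by total fluorescence, S + 2P, at 555 nm excitation and 632 nm emission. Mixture: 20 nM Texas Red SRC2 peptide, 0.6 uM human TRb LBD, 1 uM T3, 5% DMSO; compound exposure 5 h at ambient temperature.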
RECQ1 inh = blocks DNA unwinding by human RECQ1; P46063; RECQ1 DNA unwinding, red fluorescence kinetic read; Potency, µM (titrated, usually from 57.3 µM), inactives show top-dose activity, negative = inhibition, most hits filed as inhibitors; 0.54% of 240,000 active; AID 2549;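 also: plate controls were vehicle for no effect and no enzyme for full effect; nearly all actives have a fitted effect of over 30% in size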
Target sequence (P46063 whole entry, looked up): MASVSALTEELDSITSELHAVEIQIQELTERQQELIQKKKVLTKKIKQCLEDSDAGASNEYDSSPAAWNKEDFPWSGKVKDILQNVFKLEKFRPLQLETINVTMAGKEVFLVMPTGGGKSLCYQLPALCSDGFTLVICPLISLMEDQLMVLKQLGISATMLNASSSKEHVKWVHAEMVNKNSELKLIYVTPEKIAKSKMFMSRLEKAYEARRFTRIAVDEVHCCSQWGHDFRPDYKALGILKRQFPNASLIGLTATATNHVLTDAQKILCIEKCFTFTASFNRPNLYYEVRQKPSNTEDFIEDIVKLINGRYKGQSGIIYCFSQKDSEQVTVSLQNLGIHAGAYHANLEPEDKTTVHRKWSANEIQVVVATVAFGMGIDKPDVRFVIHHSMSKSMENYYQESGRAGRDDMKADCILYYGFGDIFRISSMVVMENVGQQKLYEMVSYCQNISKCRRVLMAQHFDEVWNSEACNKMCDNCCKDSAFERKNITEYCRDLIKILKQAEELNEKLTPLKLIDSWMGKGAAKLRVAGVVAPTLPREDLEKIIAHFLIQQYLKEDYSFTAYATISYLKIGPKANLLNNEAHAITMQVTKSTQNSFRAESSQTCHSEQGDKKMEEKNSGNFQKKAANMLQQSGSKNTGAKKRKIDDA
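RECQ1T1 50 nM; forked duplex (20 bp + 30-nt ss tails) 200 nM, ATP 2 mM final; pH 8.0, 2 mM MgCl2, 2.5 ug/ml poly(dI-dC); 15 min compound preincubation; discontinuous kinetic read over 2 h at RT.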
RGS12 GoLoco inh = inhibitors of human Gai1-RGS12 GoLoco interaction (red fluorophore); P63096; Gai1:RGS12 GoLoco peptide FP, rhodamine, 10 min; Potency, µM (titrated, usually from 61.6 µM), inactives show at the highest dose activity, negative = inhibition, actives largely listed as inhibitors; 0.44% of 230,000 active; active = well fitted inhibition curve with a large enough effect, not every such curve was filed as active; inactive = no such curve, though single readings can be large or run the other way; also: nearly all actives have a fitted effect of over 30% in size; many of its hits are not listed in these tables
Target sequence (P63096 whole entry, looked up): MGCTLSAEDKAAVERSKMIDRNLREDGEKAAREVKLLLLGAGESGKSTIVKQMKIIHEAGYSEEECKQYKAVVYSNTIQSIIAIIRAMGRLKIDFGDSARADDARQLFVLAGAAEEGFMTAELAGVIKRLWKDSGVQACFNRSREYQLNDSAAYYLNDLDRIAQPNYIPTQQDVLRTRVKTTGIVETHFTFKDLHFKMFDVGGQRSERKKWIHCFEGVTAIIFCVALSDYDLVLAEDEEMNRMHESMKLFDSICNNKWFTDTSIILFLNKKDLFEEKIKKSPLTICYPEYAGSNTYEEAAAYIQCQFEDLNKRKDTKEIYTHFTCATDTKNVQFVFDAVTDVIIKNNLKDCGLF
GAA inhib = inhibitors of human lysosomal alpha-glucosidase | P10253 | Potency, µM (highest dose often 76.9 µM), without a hit: at the top dose activity change, negative = inhibition, usual class: inhibitors | purified human GAA, 4-MU-alpha-glucoside fluorescence | AID 1466 | 0.005% of 200,000 active;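 also: plate controls were uninhibited enzyme wells for no effect and no-enzyme background for full effect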
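Enzyme (4 nM final) mixed with compound (up to 77 uM), then 4-MU-alpha-D-pyranoside (400 uM final) added; 20 min at room temperature, pH 5.0. Reaction stopped at pH 10, fluorescence read, AC50 derived by Hill fit.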
* = called active by the depositor; i = inactive; ? = inconclusive; . = no result given; & = joins results of further samples; [ ] = dose if it differs, or a comment. Unless noted, calls follow the shape of the dose curve; as a rule, active = well fitted curve in the direction sought with a large enough effect; inconclusive = small, poorly fitted or top-dose-only effect, or another doubt; inactive = no such curve, though single readings can be large; an effect the other way counts as inactive or inconclusive. Unless noted, % is scaled to controls: 0 for no effect and ±100 for the full control effect; potency is read from the fitted curve at half-maximal effect. An excerpt; the hit share may differ from the screen's.

Below each SMILES – TRb-SRC2 inh	L3MBTL1 inh	GAA glycogen	aGlu spleen mod	TR SRC2 fluor cs	RECQ1 inh	RGS12 GoLoco inh	GAA inhib
- CC(=O)NC(CCS(C)(=O)=O)C(=O)Nc1ccc(Cl)c(Cl)c1 (stereo unspecified)
 : -2%	4%	-7%	0%	0%	-7%	-12%	-2%
- CCCS(=O)(=O)C/C(N)=N/OC(=O)c1ccc(Cl)cc1
 : 4%	-5%	5%	11%	-3%	0%	6%	.
- O=[N+]([O-])c1ccc(O)c(/C=N/Nc2ccc(Cl)nn2)c1
 : -21%	?	3%	-1%	-2%	i	14%	-8%
- COC(=O)c1ccc(-c2nc(O)c3cnccn23)cc1
 : 0%	11%	?	-3%	0%	i	7%	-4%
- Cc1ccc2sc(N(CCCN(C)C)C(=O)c3ccc(Br)s3)nc2c1C
 : -5%	-22%	-1%	.	1%	8%	11%	-6%
- COc1ccc(C(=O)C2CCCN(Cc3ccc(C#CCCO)cc3)C2)c(OC)c1 (stereo unspecified)
 : 0%	-14%	-8%	-18%	-6%	-3%	20%	-11%
- CCCCN1C(=O)/C(=C/C=C2/CC(C)(C)CN2C)SC1=S
 : -10%	-9%	-10%	-12%	2%	-1%	22%	-1%
- O=C(CCC1CCCN(C(=O)Cn2cnnn2)C1)NCc1ccc(F)c(F)c1 (stereo unspecified)
 : 5%	10%	15%	13%	0%	-9%	-2%	-4%
- CCOc1cc(C2C(C(=O)O)c3cc(OCC)c(OCC)cc3C(=O)N2C)ccc1O (stereo unspecified)
 : -1%	-8%[11.4 µM]	-10%	3%	-6%	12%	1%	?
- Cc1nc2ccc(NC(=O)c3ccc(N4C(=O)CCC4=O)cc3)cc2s1
 : -10%	3%	-8%	4%	-1%	-3%	11%	4%
- Cc1nc(N2CCOCC2)c2c3c(sc2n1)CCC3
 : -1%	-4%	4%	.	-5%	i	9%	7%
- CCCCN(C(=O)NC(=O)Nc1c(C)cc(C)cc1C)S(C)(=O)=O
 : 15%	.	-2%	-7%	0%	-11%	-7%	-6%
- Cc1cc(-c2nnnn2-c2ccc(F)cc2)no1
 : -4%	-2%	2%	-1%	0%	-7%	-9%	3%[15.4 µM]
- O=C(O)c1cc(S(=O)(=O)N2CCOCC2)ccc1N1CCOCC1
 : 7%	.	2%	0%	0%	-3%	-5%	5%
- Clc1ccc(CN2CCN(c3ccccc3)CC2)cn1
 : -3%	4%	2%	-9%	-1%	-3%	-11%	2%
- CCC(=O)Nc1cccc(-n2nnnc2SCC(=O)c2ccc(C)c(C)c2)c1
 : -6%	?	-14%	-17%	-1%	-1%	2%	7%
- COc1ccc(CC(=O)N2CC(C)CC(C)C2)cc1 (stereo unspecified)
 : -18%	.	-3%	-8%	2%	i	15%	-7%
- O=C(COc1ccccc1C(=O)NCc1ccccn1)Nc1ccc(Br)cc1
 : -4%	-2%	5%	10%	-2%	-5%	9%	-2%
- CC1=CC(C2CC(=O)N(c3ccccc3C)C2=O)CC2C(=O)N(c3ccccc3C)C(=O)C12 (stereo unspecified)
 : 10%	-9%	3%	-1%	4%	3%	2%	-3%
- COc1ccc(CNC(=S)NCc2ccc(OC(C)C)cc2)cc1
 : -3%	-13%	0%	-6%	-1%	1%	2%	-4%
- Cc1cccc(C(=O)NN2C(=O)C3C(c4ccccc4)C=CC(c4ccccc4)C3C2=O)c1 (stereo unspecified)
 : 4%	-10%	-7%	-8%	2%	-28%	-10%	-3%
- Cc1ccc(NC(Cc2cc(C)no2)c2ccccc2)cc1 (stereo unspecified)
 : -1%	-17%	-1%	-2%	0%	i	5%	-5%
- N#Cc1c(-c2ccco2)cc(C2CC2)nc1N
 : -1%	5%	-8%	1%	5%	-7%	18%	?
- COCCCNC(=O)c1ccc(N2CCOCC2)c(NS(=O)(=O)c2ccc(OC)cc2)c1
 : -3%	.	-5%	-7%	-4%	i	-6%	-2%
- COc1cc(-c2coc3cc(OCc4ccccc4)c(OC)c(O)c3c2=O)cc(O)c1OC
 : 1%	.	.	-12%	-2%	6%	1%	.
- CCCOc1ccc(S(=O)(=O)NNC(=O)c2cc3ccccc3o2)cc1
 : -14%	-8%	-11%	-5%	-1%	i	-6%	4%
- Cc1ccc(-n2c(SCc3nnc4n3CCC4)nnc2-c2ccccc2)cc1
 : -14%	-1%	3%	-1%	-1%	0%	-1%	-6%
- Cc1cc(N2CCOCC2)ccc1/C=C1\SC(=O)N(C(C)C)C1=O
 : -10%	8%	-11%	7%	-2%	-6%	23%	-7%
- OC[C@@H]1O[C@H](OC2[C@@H](O)[C@@H](O)C(O)O[C@@H]2CO)[C@H](O)[C@@H](O)[C@@H]1OC1O[C@H](CO)[C@@H](O)[C@H](O)[C@@H]1O (stereo partly specified)
 : -8%	.	.	-1%	-3%	4%	.	.
- O=C(O)CN(c1ccc(F)cc1)S(=O)(=O)c1ccc2c(c1)OCCO2
 : -3%	-2%	11%	4%	-4%	i	3%	1%
- Cc1cc(Nc2ccccc2)n(CCOC(=O)COc2ccccc2)n1
 : 10%	-4%	32µM*	-4%	-1%	-11%	-1%	?
- Cn1ncc2c(N3CCN(c4ccccc4F)CC3)ncnc21
 : -1%&0%	.	5%	-26%	-1%&1%	-1%	-27%	-10%
- COc1ccc(OCCSc2nc3ccccc3n2CC(=O)O)cc1
 : -3%	.	1%	3%	-3%	4%	11%	-8%
- O=C(NNS(=O)(=O)c1ccccc1F)c1cccc(S(=O)(=O)N2CCOCC2)c1
 : 2%	4%	-16%	-7%	-1%	-14%	14%	5%
- Cc1ccc(CC(Cc2nc3ccccc3[nH]2)c2nc3ccccc3[nH]2)cc1 (stereo unspecified)
 : -5%	.	.	-11%	0%	7%	4%	.
- S=C(Nc1ccccc1)Nc1nc2ccccc2n1CCOc1ccc(Cl)cc1
 : 0%	11µM*	12%	1%	0%	-11%	3%	?
- CC(C)c1ccc(NC(=O)c2cccnc2)cc1
 : -5%	-2%	5%	1%	-2%	i	-14%	-13%
- CCOc1ccc(-c2cc(N3C(=O)Nc4ccccc4N3O)n[nH]2)cc1
 : 6%	-6%	-4%	-9%	0%	i	5%	-2%
- CCOC(=O)c1ccc(NC(=S)N(CCCN(CC)CC)Cc2ccco2)cc1
 : -2%	-8%	0%	-1%	2%	0%	-2%	-3%
- COC(CNC(=O)c1ccc(Cn2c(=S)[nH]c3cc4c(cc3c2=O)OCO4)cc1)OC
 : -9%	-19%	-13%	12%	-1%	2%	.	-6%
- COc1ccc(NC(=O)CSc2nnc3n2CCCCC3)cc1
 : 7%	-7%	5%	.	1%	-13%	3%	-2%
- COCCN(Cc1cc2cc(C)ccc2n2nnnc12)C(=S)Nc1cccc(C)c1
 : -11%	.	7%	2%	1%	-10%	0%	-8%
- CNCCC1Sc2ccccc2Oc2ccccc21 (stereo unspecified)
 : -1%	-6%	-13%	-7%	-2%	-1%	4%	1%
- N#Cc1cccc(NC(=O)C2SC(=Nc3ccccc3)C(C(=O)N3CCOCC3)=C2N)c1 (stereo unspecified)
 : -4%	-13%	11%	-8%	-3%	-3%	-2%	5%
- C/C(=N\NC(=S)Nc1ccccc1)C1Cc2ccccc2C(=O)O1 (stereo unspecified)
 : 2%	.	16µM*	2%	-2%	-10%	3%	.
- CCCCc1nc(NCCN)c(C#N)c2c1CSC(C)(C)C2
 : 3%	.	-3%	7%	-2%	i	11%	1%
- Cn1nc(C(=O)Oc2cc(=O)n(C)c3ccccc23)c2ccccc2c1=O
 : -2%	8%	19%	-3%	-1%	i	6%	10%
- CCOC(=O)/C(C#N)=C1\SS/C(=C(/C#N)C(=O)OCC)S1
 : -11%	.	-4%	3%	-1%	i	-21%	.
- Cn1c(C(=O)NCCc2ccsc2)cc2c(=O)n(C)c3ccccc3c21
 : -8%	.	5%	-1%	2%	-2%	6%	-9%
- COc1cccc(NC(=O)CC2COc3ccccc3O2)c1 (stereo unspecified)
 : -3%	.	2%	0%	-1%	-12%	11%	-1%
- C=CCN1CCc2nc(N)sc2CC1
 : 2%&4%&6%	1%	-21%	8%&-1%&-2%	-1%&-1%&-5%	9%&-12%	8%&14%	-2%[15.4 µM]
- S=c1[nH]nc(-c2ccc(Cl)cc2Cl)n1-c1ccc2c(c1)OCCO2
 : 0%	-2%	-20%	-3%	1%	-9%	3%	.
- O=S(=O)(c1ccc(F)cc1)N1CCN(c2ccccn2)CC1
 : 1%	-2%[11.4 µM]	23%	6%	-3%	i	8%	2%
- O=C1C2CCCCN2C(=O)N1CCCCN1CCN(c2ccc([N+](=O)[O-])cc2)CC1 (stereo unspecified)
 : 8%	-5%	-10%	-9%	1%	-14%	-3%	-4%
- COC(=O)c1ccc(CSc2ccc3nnc(-c4cccnc4)n3n2)o1
 : -2%	-4%	3%	-1%	-3%	-4%	-4%	2%
- Cc1ccc(-c2noc(CCC(=O)NCCN3CCc4ccccc4C3)n2)cc1
 : -1%	5%	4%	-2%	-3%	-8%	-1%	-8%
- CCN1C(=O)C(CC(=O)Nc2ccc(F)cc2)N(Cc2cccs2)C1=S (stereo unspecified)
 : 3%	-7%	-16%	1%	0%	19%	2%	3%
- CN(C)CCCN(C(=O)CCc1ccccc1)c1nc2c(F)cccc2s1
 : 3%	-15%	6%	4%	0%	10%	13%	-3%

Three of the compounds above, with tabs:
Compound	TRb-SRC2 inh	L3MBTL1 inh	GAA glycogen	aGlu spleen mod	TR SRC2 fluor cs	RECQ1 inh	RGS12 GoLoco inh	GAA inhib
CCC(=O)Nc1cccc(-n2nnnc2SCC(=O)c2ccc(C)c(C)c2)c1	-6%	?	-14%	-17%	-1%	-1%	2%	7%
COc1ccc(CC(=O)N2CC(C)CC(C)C2)cc1 (stereo unspecified)	-18%	.	-3%	-8%	2%	i	15%	-7%
O=C(COc1ccccc1C(=O)NCc1ccccn1)Nc1ccc(Br)cc1	-4%	-2%	5%	10%	-2%	-5%	9%	-2%
